FLuc inhib CS = firefly luciferase enzyme inhibitors, primary screen, artefact control for luciferase-based inhibitor screens, biochemical, luminescence, ATPLite; 10 min; inhibition, % at 10 µM; hit rate 1.5% among 200,000; AID 1006, 2008;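 active = inhibition above about 50% when tested at 10 µM, limit read from the data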
FLuc stim CS = FLuc activators, initial screening, artefact control for FLuc-dependent activation tests, biochemical, ATPlite luminescence; Luciferin 4-monooxygenase (Photinus pyralis), P08659; ATPlite luciferase biochemical, 10 min; 0 = ATP-free wells, 1 = DMSO control; activation factor at 10 µM; 200,000 tested, under 10 active; AID 1027, 2008;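 active = luciferase activation factor, scaled between plate controls, of at least 2 with compound at 10 µM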
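Assay system: Luciferase/luciferin reagent mix; Medium: PBS as buffer for the ATP substrate; Dosing: test compounds dosed from 2 mM stocks in 100% DMSO; Times: 10 min, room temperature; Signal: luminescence from luciferase reaction; Read-out: luciferase activation; Controls: No-ATP low control, compound-free enzyme-plus-ATP high control.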
NF-kB neuron act = activators of NF-kB expression in neurons, primary screen, cell-based, HTS; hit rate 1.6% among 190,000; human neuronal cells, NF-kB reporter expression; active compounds read high; AID 1239, 2008; fold change at 12.5 µM; in the data active = fold change above about 3.3
TNAP act hi DEA = TNAP activators at high phosphate acceptor level, primary screen, biochemical, luminescence, uHTS. purified TNAP, CDP-star luminescence, 1 M DEA, 30 min; active compounds read high; 0 = EDTA background, 1 = DMSO-only activity. Alkaline phosphatase, tissue-nonspecific isozyme (Homo sapiens), P05186. activation factor at 20 µM. 200,000 tested, under 10 active;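 active = activation factor at least 2 at 20 µM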
Target sequence (P05186 whole entry, looked up): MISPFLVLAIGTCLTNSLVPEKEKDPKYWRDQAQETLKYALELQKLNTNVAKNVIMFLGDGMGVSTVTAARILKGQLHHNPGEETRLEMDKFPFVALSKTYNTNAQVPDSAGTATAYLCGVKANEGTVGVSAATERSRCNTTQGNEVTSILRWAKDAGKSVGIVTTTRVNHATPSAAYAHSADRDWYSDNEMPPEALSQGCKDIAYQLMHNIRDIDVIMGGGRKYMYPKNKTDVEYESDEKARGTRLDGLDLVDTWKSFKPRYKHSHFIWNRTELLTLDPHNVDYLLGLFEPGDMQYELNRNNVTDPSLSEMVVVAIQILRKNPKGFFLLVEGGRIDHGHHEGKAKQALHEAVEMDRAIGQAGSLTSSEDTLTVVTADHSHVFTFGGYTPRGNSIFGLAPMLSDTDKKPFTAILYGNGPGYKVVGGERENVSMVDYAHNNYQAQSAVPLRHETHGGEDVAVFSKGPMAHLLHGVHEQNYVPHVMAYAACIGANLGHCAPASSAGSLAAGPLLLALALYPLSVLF
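Test system – human TNAP · Doses – 20 µM single point · Incubation – 30 min, room temperature · Signal – luminescent substrate turnover signal · Read-out basis – activation factor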
TNAP inh no acc = human TNAP enzyme inhibitors, primary screen, biochemical, luminescent, no phosphate acceptor, uHTS | Alkaline phosphatase, tissue-nonspecific isozyme (Homo sapiens), P05186 | purified TNAP, CDP-star luminescence, 30 min | inhibition, % at 20 µM | hit rate 0.26% among 200,000 | AID 1012, 2008;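 active = tissue-nonspecific alkaline phosphatase inhibition above about 50% at 20 µM in the single-dose screen, limit read from the data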;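 note: 0% = DMSO negative control and 100% = EDTA positive control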
TNAP inh hiacc = human TNAP enzyme inhibitors, primary screen, biochemical, luminescent, high phosphate acceptor level, uHTS; purified TNAP, CDP-star luminescence, 1 M DEA; inhibition, % at 20 µM; hit rate 0.03% among 200,000;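 active = over 50% inhibition of tissue-nonspecific alkaline phosphatase at 20 µM in the single-dose screen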;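 note: plate controls were DMSO wells for no effect and EDTA-quenched wells as full inhibition for full effect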
PMI act = activators of human PMI, primary screen, biochemical, fluorescence intensity, near-Km mannose 6-phosphate; hit rate 0.005% among 190,000; purified human PMI, coupled resazurin fluorescence, 20 min; active compounds read high; 1 = vehicle control, 0 substrate-free wells; Mannose-6-phosphate isomerase (Homo sapiens), P34949; activation factor at 20 µM;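 active = activation factor of 2 or more at 20 µM, relative to plate controls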
Target sequence (P34949 whole entry, looked up): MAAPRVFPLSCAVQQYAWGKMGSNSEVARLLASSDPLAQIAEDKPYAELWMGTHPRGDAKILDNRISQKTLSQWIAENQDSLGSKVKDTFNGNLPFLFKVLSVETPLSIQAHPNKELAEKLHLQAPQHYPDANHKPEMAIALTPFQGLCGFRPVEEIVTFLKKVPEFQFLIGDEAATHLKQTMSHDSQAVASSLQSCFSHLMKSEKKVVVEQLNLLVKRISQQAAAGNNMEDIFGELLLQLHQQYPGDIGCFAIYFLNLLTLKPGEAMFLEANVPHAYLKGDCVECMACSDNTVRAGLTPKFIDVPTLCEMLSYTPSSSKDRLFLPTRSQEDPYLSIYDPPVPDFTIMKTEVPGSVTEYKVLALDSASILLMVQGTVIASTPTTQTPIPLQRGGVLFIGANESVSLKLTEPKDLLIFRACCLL
PMI act satM6P = human PMI activators, high substrate, primary screen, biochemical, fluorescence intensity, near-saturating mannose 6-phosphate | coupled PMI enzyme assay, resazurin fluorescence, 20 min; active compounds read high; 1 = untreated enzyme, 0 = substrate-free blank | activation factor at 20 µM | hit rate 0.34% among 190,000 | AID 1216, 2008;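 active = activation factor of 2 or more at 20 µM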
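Test system – human PMI in coupled enzyme assay · Timing – 20 min incubation at room temperature · Detection – Diaphorase-driven resazurin-to-resorufin fluorescence, excitation 544, emission 590 nm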
APP 5'UTR act = activators of APP 5'UTR luciferase reporter, primary screen, SH-SY5Y cells | activation, % at 2 µM | SH-SY5Y APP 5'UTR luciferase reporter, luminescence; zero percent = DMSO vehicle wells | hit rate 1% among 190,000;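 active = activation above a set limit, based on mean plus 3 SD of controls, cut at about 140% in these data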; note: values of inactives mirror those of a sister screen read the other way
bIAP activator = bovine intestinal alkaline phosphatase activators, primary screen, biochemical, bovine IAP, CDP-star luminescence; activation factor at 20 µM; alkaline phosphatase, intestinal [Bos taurus]; purified bovine IAP, 30 min; active compounds read high; fold of DMSO-control signal, blank-subtracted; hit rate 0.17% among 200,000;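 active = activation factor of 2 or more at 20 µM, a signal rise over negative controls twice the positive control's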
* marks the source's active call; other numbers are inactive results.

SMILES | FLuc inhib CS | FLuc stim CS | NF-kB neuron act | TNAP act hi DEA | TNAP inh no acc | TNAP inh hiacc | PMI act | PMI act satM6P | APP 5'UTR act | bIAP activator
O=C(NC12CC3CC(CC(C3)C1)C2)c1cncc(O)c1 | -2.6 | 1 | 1.05 | 1.1 | -12.7 | -5.8 | 0.9 | 0.9 | 9.1 | 0.8
CCCN(CC(=O)Nc1ccc(F)c(F)c1F)Cc1cc(=O)n2ccsc2n1 | -4.2 | 1 | 1.02 | 1 | -9.9 | -0.3 | 1 | 0.9 | -15.8 | 1
CCCOc1cccc(C(=O)Nc2cccc(NC(=O)c3ccco3)c2)c1 | -4.4 | 1 | 0.51 | 1.1 | -7.8 | -6.3 | 1 | 0.9 | -11.0 | 0.9
Nc1nc(-c2ccccc2)c(C(=O)Nc2ccccc2)s1 | -6.2 | 1.1 | 1.09 | 1 | -7.2 | -3.8 | 0.9 | 0.9 | -13.1 | 1
COc1ccccc1NC(=O)c1ccc(S(=O)(=O)N2CCCC2)cc1 | -0.1 | 1 | 0.91 | 1 | -10.4 | -4.8 | 0.8 | 0.9 | -2.6 | 0.9
Cc1ccc(S(=O)(=O)Cc2cn3cccnc3n2)cc1 | -3.8 | 1 | 1 | 1 | -7.2 | -2.5 | 1 | 1 | -4.3 | 1
COC(=O)C1=C(C)NC(C)=C(C(=O)OC)C1c1ccccn1 | -3.7 | 1 | 1.18 | 1 | -12.4 | 2.9 | 0.9 | 0.9 | -6.6 | 1
O=c1cc(C(F)(F)F)oc2c1ccc1ccccc12 | -2.4 | 1 | 1.12 | 1 | -11.8 | -3.1 | 0.9 | 0.9 | -19.0 | 1
O=C(CSc1nc2ccccc2o1)NCCOc1ccccc1 | -3.5 | 1 | 1.12 | 1.1 | -15.4 | -7.8 | 1 | 1 | 15.0 | 1
CCn1c(COc2ccccc2C)nnc1SCC(=O)NCc1ccccc1 | -5.6 | 1.1 | 1.03 | 1 | -10.1 | -3.2 | 1 | 1 | -12.4 | 1.1
O=C(CCC(=O)OCc1cccc(C(=O)Oc2ccccc2)c1)Nc1cccc2ccccc12 | -5.3 | 1.1 | 1.05 | 1 | -18.0 | -3.7 | 0.9 | 0.8 | -3.5 | 0.9
CNC(=O)COC(=O)c1[nH]c(C)c(C(C)=O)c1C | -2.5 | 1 | 1.05 | 1 | -16.0 | -2.7 | 0.9 | 0.9 | -10.4 | 0.9

Reprinted at random: 2 compounds from above.
SMILES | FLuc inhib CS | FLuc stim CS | NF-kB neuron act | TNAP act hi DEA | TNAP inh no acc | TNAP inh hiacc | PMI act | PMI act satM6P | APP 5'UTR act | bIAP activator
COc1ccccc1NC(=O)c1ccc(S(=O)(=O)N2CCCC2)cc1 | -0.1 | 1 | 0.91 | 1 | -10.4 | -4.8 | 0.8 | 0.9 | -2.6 | 0.9
O=C(NC12CC3CC(CC(C3)C1)C2)c1cncc(O)c1 | -2.6 | 1 | 1.05 | 1.1 | -12.7 | -5.8 | 0.9 | 0.9 | 9.1 | 0.8

Next compounds
SMILES | FLuc inhib CS | FLuc stim CS | NF-kB neuron act | TNAP act hi DEA | TNAP inh no acc | TNAP inh hiacc | PMI act | PMI act satM6P | APP 5'UTR act | bIAP activator
Cc1cc(C)cc(N=c2c([N+](=O)[O-])nn(-c3cccc(Cl)c3)n2O)c1 | -3.7 | 1 | 1.46 | 1 | -3.7 | 3.1 | 1 | 1 | -0.7 | 0.7
O=C(NNC(=O)c1cccs1)Nc1cccc(Cl)c1 | 3.2 | 1 | 1.05 | 1 | -3.7 | 0.0 | 1 | 1.1 | -9.7 | 1.1
Cc1ccc(Nc2nc3c(s2)CCC3)c(C)c1 | -0.2 | 1 | 2.1 | 1 | -6.6 | -0.1 | 1 | 1 | 14.9 | 0.9
CC(=O)O/N=C/c1c(C)c(C=O)n2ccccc12 | -8.3 | 1.1 | 1.19 | 1 | -6.0 | -4.1 | 0.9 | 0.9 | 26.8 | 1.1
CCN1C(=O)C(O)(CC(=O)c2cccc(-n3cccc3)c2)c2ccccc21 (stereo not drawn) | -1.2 | 1 | 1.15 | 1 | 3.3 | -0.8 | 0.8 | 0.8 | 14.4 | 1
CCOC(=O)COc1ccc(S(=O)(=O)NCCC2=CCCCC2)cc1 | 0.0 | 1 | 1.33 | 1 | -5.0 | -1.6 | 1 | 1 | -4.1 | 0.9
CCN(c1ccccc1)S(=O)(=O)c1ccc(C(=O)Nc2nnc(CSC)o2)cc1 | -2.6 | 1 | 0.57 | 1 | -12.5 | 1.0 | 1.2 | 1.2 | 11.4 | 1.1
CC1=Nc2cccc3cccc(c23)N1 | -2.3 | 1 | 1.16 | 1 | 5.0 | 1.9 | 0.7 | 0.5 | 9.8 | 0.9
CCCSc1cc(=O)n(-c2ccccc2)nc1C(=O)OCC | -9.6 | 1.1 | 0.84 | 1 | -0.6 | -4.6 | 1 | 0.9 | 20.1 | 1
COC(=O)c1c(NC(=O)CSc2nnnn2C)sc(C)c1C | -4.1 | 1 | 1.11 | 1 | -4.5 | 1.7 | 0.8 | 0.9 | 12.8 | 0.9
CCOC(=O)c1ccccc1NC(=O)c1nc2nccc(C)n2n1 | 0.9 | 1 | 0.93 | 0.9 | 3.7 | 7.0 | 1 | 0.9 | -14.8 | 1
O=[N+]([O-])c1cccc(-c2ccc(/C=N/n3c(-c4ccccc4)n[nH]c3=S)o2)c1 | -6.9 | 1.1 | 0.99 | 1 | 6.6 | 3.4 | 1 | 1.1 | 1.6 | 0.9
CCN(CC)S(=O)(=O)c1ccc2oc(SCc3ccc(F)cc3)nc2c1 | -2.3 | 1 | 1.01 | 1 | -7.6 | -4.1 | 0.9 | 0.9 | -0.6 | 0.9
Cc1cccc(NC(=O)CSc2nsc(SCC(=O)Nc3cccc(C)c3)c2C#N)c1 | -3.3 | 1 | 1.29 | 1 | -9.1 | -1.8 | 0.8 | 0.9 | 1.7 | 1
C=CCNc1cc(N2CCCC2)ccc1[N+](=O)[O-] | -4.3 | 1 | 1.09 | 0.8 | 13.5 | 18.5 | 0.7 | 0.5 | -57.0 | 0.9
O=C(/C=C\Nc1ccc2c(c1)OCO2)c1ccccn1 | 95.2* | 0 | 1.3 | 1 | 5.5 | -1.2 | 1.1 | 1 | 120.4 | 1
COCCCNC(=S)N1CCC(C(=O)c2ccc3c(c2)OCCO3)CC1 | -6.4 | 1.1 | 1.14 | 1.1 | -4.4 | -5.9 | 1.2 | 1.2 | -9.7 | 0.9
CN1CCOCCOCCN(C)C(=O)N2CCOCCOCCN(CCOCC2)C1=O | 0.5 | 1 | 1.4 | 1 | -3.4 | -0.6 | 0.9 | 1 | -9.1 | 1
CCn1c(=O)c2cc(C(=O)N3CCN(C(=O)c4ccco4)CC3)sc2c2ccccc21 | -2.6 | 1 | 0.48 | 1 | -7.6 | -3.5 | 0.9 | 0.9 | 6.0 | 1
CCCCOc1ccc(CONS(=O)(=O)c2ccc(NC(C)=O)cc2)cc1Cl | -1.3 | 1 | 0.87 | 1 | -8.4 | -3.2 | 0.8 | 0.8 | 2.0 | 1
CCc1ccc(C(=O)c2cncc(Br)c2)cc1 | 2.9 | 1 | 1.26 | 1 | -12.6 | -4.5 | 0.9 | 0.9 | 18.8 | 0.8
COc1cc(C(=O)Nc2ccc3oc(-c4cccnc4)nc3c2)cc(OC)c1OC | -7.5 | 1.1 | 0.46 | 1.1 | -11.3 | -7.4 | 1 | 1 | 10.7 | 1
Cc1cc(-c2ccc(F)cc2)nc2cc(C(N)=O)nn12 | -2.4 | 1 | 0.85 | 1 | -6.8 | -2.2 | 1.1 | 1.2 | -11.5 | 1
CCCOc1ccc2c3c(c(=O)oc2c1OCCC)CCC3 | -2.3 | 1 | 5.55* | 1 | -15.9 | -4.6 | 0.9 | 1 | -4.4 | 0.9
Cc1ccc(C(=O)OCC(=O)Nc2cc(F)ccc2F)cc1NC(=O)c1ccco1 | -3.0 | 1 | 0.96 | 1 | -14.5 | -0.8 | 1 | 1 | 15.5 | 1
COc1nccnc1NS(=O)(=O)c1ccc(NC(=S)NC(=O)c2cccc(F)c2)cc1 | -5.1 | 1.1 | 1.15 | 1 | -6.3 | -4.8 | 1 | 1.1 | 1.2 | 1
CC1(C)Cc2c(c(N3CCCCC3)[nH]c(=S)c2C#N)CS1 | -5.8 | 1.1 | 1.26 | 1.1 | -5.4 | -5.0 | 1 | 1 | -5.4 | 0.9
CCn1c(-c2ccc(F)cc2)n[nH]c1=S | 0.0 | 1 | 1.21 | 1 | 43.0 | 0.0 | 0.9 | 1.1 | -22.0 | 0.9
CN(C(=O)COC(=O)c1ccc2c(c1)OCCO2)c1ccccc1 | 4.6 | 1 | 1.07 | 1 | -11.8 | -0.2 | 1 | 1 | 14.7 | 1.1
CC(=O)N1CCC2(CC1)C(C#N)=C(N)Oc1n[nH]c(CSc3ccc(C)cc3)c12 | -4.5 | 1 | 1.11 | 1 | -1.3 | -2.3 | 1 | 0.9 | 6.6 | 1.2
COC(=O)c1ccc(C)c(NC(=O)Cc2coc3cc(OC)ccc23)c1 | -5.7 | 1.1 | 1.01 | 1.1 | -13.1 | -9.3 | 1 | 1 | 6.0 | 1
O=C(Nc1ccc2c(c1)OCCO2)C1CCCN1S(=O)(=O)c1ccc(Cl)cc1 (stereo not drawn) | 0.8 | 1 | 1.22 | 1 | -4.7 | -1.7 | 0.9 | 0.9 | -5.8 | 1
CC1CCN(CCOc2ccc(OCc3ccccc3)cc2)CC1 | -0.4 | 1 | 1.39 | 1 | -4.1 | 4.1 | 1.1 | 1.1 | 3.4 | 1
Cc1cccc(NC(=O)Cn2cnc3c(oc4nc5c(cc43)COC(C)(C)C5)c2=O)c1 | 1.6 | 1 | 1.07 | 1 | -12.8 | -4.7 | 1 | 1 | 19.6 | 0.7
Cc1nn2c(nc1=O)NNC2(C)C(C)(C)C (stereo not drawn) | -3.6 | 1 | 1.01 | 1 | -4.1 | -1.1 | 0.9 | 1 | 2.0 | 0.9
CCOc1ccc(NC(=O)CCn2c(=O)[nH]c3ccsc3c2=O)cc1 | -5.0 | 1.1 | 1.2 | 1.1 | -10.5 | -6.3 | 1 | 1 | 4.1 | 1
CC(C)C(=O)NC(c1ccccc1)c1cc([N+](=O)[O-])c2cccnc2c1O (stereo not drawn) | -5.2 | 1.1 | 1.1 | 0.8 | -1.4 | 20.2 | 0.8 | 0.4 | 18.1 | 1.3
CC(=O)Nc1ccc(C2=NNC(=NCC3CCCO3)SC2)cc1 (stereo not drawn) | -1.4 | 1 | 0.92 | 1 | 1.5 | 4.0 | 0.9 | 0.8 | 17.4 | 1
Cc1ccccc1OCCn1cc(C(=O)C(=O)N2CCOCC2)c2ccccc21 | -2.0 | 1 | 1.06 | 1 | -9.5 | -2.8 | 0.8 | 0.8 | 9.1 | 1.2
O=C(Nc1ccccc1)c1sc(Cl)nc1-c1ccccc1 | -1.6 | 1 | 1 | 1 | -2.7 | -0.4 | 1 | 1 | -2.0 | 0.9
